Furin inhibitor = blocks human furin protease activity | AID 463115 | inhibition, % at 30 µM | purified furin, fluorogenic substrate cleavage | hit rate 0.061% among 220,000 | P09958; in the data active = inhibition above about 25%; also: inactives centre near -15
Target sequence (P09958 108-714 limits assumed): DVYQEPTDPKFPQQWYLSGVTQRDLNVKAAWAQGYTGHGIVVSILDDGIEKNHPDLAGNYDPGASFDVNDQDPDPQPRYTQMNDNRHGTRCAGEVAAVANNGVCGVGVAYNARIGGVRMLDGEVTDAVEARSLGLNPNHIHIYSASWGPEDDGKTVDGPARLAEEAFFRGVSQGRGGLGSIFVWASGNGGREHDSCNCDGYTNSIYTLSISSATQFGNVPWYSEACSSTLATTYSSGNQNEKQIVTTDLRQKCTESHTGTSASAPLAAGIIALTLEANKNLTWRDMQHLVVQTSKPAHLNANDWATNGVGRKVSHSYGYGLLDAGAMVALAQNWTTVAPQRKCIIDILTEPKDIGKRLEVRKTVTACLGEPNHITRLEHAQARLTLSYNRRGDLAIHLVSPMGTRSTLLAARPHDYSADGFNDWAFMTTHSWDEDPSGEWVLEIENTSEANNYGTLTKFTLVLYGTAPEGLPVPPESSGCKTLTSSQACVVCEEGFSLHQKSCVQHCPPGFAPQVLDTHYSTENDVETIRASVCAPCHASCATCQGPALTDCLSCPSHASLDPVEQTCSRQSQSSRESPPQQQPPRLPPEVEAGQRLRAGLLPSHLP
PPC-1+TRAIL kill = kills PPC-1 cancer cells in the presence of TRAIL; PPC-1 cells + TRAIL, ATPLite viability luminescence; cell killing (% activity), % at 4 µM; hit rate 0.41% among 220,000; AID 1443;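 active = cell killing above 50% in the first pass at 4 µM, then a duplicate retest at 5 µM averaging 50% or more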;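 also: plate controls were cells with TRAIL plus DMSO for no effect and medium-only wells lacking cells for full effect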
Cl transport mod = modulators of human KCC2 chloride dependent transport; Q9H2X9; KCC2 cells, thallium flux FluoZin-2 fluorescence; B-score of Tl+ flux slope (higher = more flux/activation; lower = inhibition) at 10 µM; hit rate 2.2% among 190,000; AID 1456;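 active = thallium flux slope and its plate-corrected score both differing from the plate sample mean at a set confidence after two filtering rounds, in either direction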;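 also: slope of fluorescence scaled to starting intensity during 10 to 20 s after thallium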
thrombin 1536 = blocks human thrombin protease activity; inhibition, % at 5 µM; hit rate 0.26% among 220,000; P00734; alpha-thrombin, Boc-VPR-AMC fluorogenic substrate cleavage;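 active = inhibition at or above 40%; inactive = inhibition below 40%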;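 also: 0% = enzyme with no compound and 100% = wells without enzyme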
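System – human alpha-thrombin · Medium – pH 7.5 Tris (50 mM) with NaCl 150 mM, Tween 20 0.05% · Compound – single-point dosing at 5 µM, 0.2% DMSO · Incubation – enzyme reaction carried out at room temperature · Technique – fluorescence of released AMC, ex 355 nm, em 460 nm · Read-out basis – % inhibition of thrombin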
TRPN1 ag = agonists of zebrafish TRPN1 channel; HEK293 zebrafish TRPN1-YFP, Fluo-8 calcium fluorescence; 100% = response to 87 µM carbachol; activation, % at 3 µM; AID 1424; hit rate 0.18% among 220,000;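 active = activation above its plate's cutoff, the mean activation of test wells on that plate plus 3 SD, cut at about 19% in these data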;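 also: 0% = DMSO alone and 100% = 87 µM carbachol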
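Material: zebrafish TRPN1-YFP in HEK293 cells. Doses: one dose of 3 µM, 0.3% DMSO. Incubation: dye 1 h 37 °C plus 30 min RT. Measured by: intracellular calcium fluorescence with Fluo-8.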
EBV gp42 block = blocks Epstein-Barr virus glycoprotein 42 binding | Fluorescence polarization binding assay, mP read-out | Q1HVG2 | hit rate 0.42% among 220,000 | inhibition, % (tested at 21.74 µM); in the data active = inhibition above about 50%
Target sequence (Q1HVG2 whole entry, looked up): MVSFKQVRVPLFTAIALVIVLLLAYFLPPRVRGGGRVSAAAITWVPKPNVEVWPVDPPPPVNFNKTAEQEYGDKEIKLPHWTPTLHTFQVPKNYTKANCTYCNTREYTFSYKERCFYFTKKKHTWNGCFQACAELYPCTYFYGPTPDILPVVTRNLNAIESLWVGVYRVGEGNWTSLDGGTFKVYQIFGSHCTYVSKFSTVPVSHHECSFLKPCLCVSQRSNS
Calpain2 inh = blocks pig calpain II enzyme activity | purified calpain II, fluorogenic peptide substrate, 30 min | inhibition, % at 16 µM | hit rate 0.37% among 220,000;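 active = inhibition above about 50%, limit read from the data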
Tb hexokinase = T. brucei hexokinase 1 inhibition; recombinant TbHK1, G6PDH-coupled NADH A340; inhibition, % at 10 µM; hit rate 0.11% among 220,000;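 active = inhibition of 50% or more in the single-dose primary screen; inactive = inhibition below 50%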
TRPML3 agonist = activates the human TRPML3 channel; Q8TDD5; HEK293 TRPML3-YFP, Fluo-8 calcium fluorescence; 100% = the carbachol control signal; activation, % at 3 µM; hit rate 0.29% among 220,000;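 active = activation above its plate's cutoff, the mean activation of the plate's test wells plus 3 SD, cut at about 12% in these data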;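 also: 0% = DMSO only wells and 100% = carbachol wells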
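Test system: TRPML3-YFP stable HEK293 cells. Doses: single point at 3 µM. Incubation: dye loading 1 h 37 °C then 30 min ambient, 125 s read. Signal: Fluo-8 calcium dye fluorescence, ex 470-495, em 515-575 nm. Measure: percent activation from peak-to-basal fluorescence ratio, scaled between DMSO and carbachol.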
An asterisk follows results filed as active; x = not tested or not shown; [ ] = dose if it differs, or a comment.

SMILES	Furin inhibitor	PPC-1+TRAIL kill	Cl transport mod	thrombin 1536	TRPN1 ag	EBV gp42 block	Calpain2 inh	Tb hexokinase	TRPML3 agonist
CC(=O)Nc1cc(C)c2nc(NC(C)=O)sc2c1	-22	9	-0.089	-1	0.2	-7	-2	6	0.3
COc1ccc(NCc2nnc(SCC(=O)Nc3ccccc3OC)o2)cc1	-20[20 µM]	5	x	4	-0.3	-20	-10	-10	0.6
NC(=O)C1CCN(CC(=O)Nc2ccccc2N2CCOCC2)CC1	-15	4	-0.19	1	-0.2	-15	9	7	0.7
COc1ccc(-n2c(Cc3cccn3C)nnc2SCC(=O)Nc2ccc3c(c2)OCCO3)cc1	-22	35	0.67	-5	-0.9	0	-30	-18	-1.1
O=C(Nc1ccc(Cl)cc1)c1cc2nc(-c3ccco3)cc(C(F)(F)F)n2n1	-9	3	x	-8	0.4	-18	-195	39	-0.8
S=C(NCc1ccncc1)Nc1ccc(Cl)cc1Cl	-15	5	0.84	-2	4.7	-14	-23	2	2.1
O=C(NN1C(=O)C2C3CCC(O3)C2C1=O)c1ccc(Br)o1 (stereo not drawn)	-33	24	-0.54	-2	1.4	-10	-11	2	1.2
O=C(O)C1C2C=CC3(CN(Cc4ccccn4)C(=O)C13)O2 (stereo not drawn)	-19	13	x	-2	-0.1	-8	-18	9	1.0
CNC(=O)CSc1nc2nc(C)cc(C)n2n1	-15[20 µM]	-1	1.5	2	-0.1	11	-8	-1	0.0
O=S(=O)(c1cccc2nsnc12)N1CCc2ccccc2C1	-26	x	-1.8	-1	-2.3	-6	3	1	0.8
O=S(=O)(O)c1cccc(N=Nc2c(O)ccc3ccccc23)c1	0	9	0.68	1	0.2	-10	6	1	0.1
Cc1ccc(C(C(=O)NCc2ccc(F)cc2)N(C(=O)c2csnn2)C2CC2)o1 (stereo not drawn)	-20	20	0.99	-4	0.0	-16	18	-5	0.2
CCCCNCCCOc1cccc(Cl)c1	-16	6	-0.3	-10	1.6	-5	-24	0	1.2
COc1ccc(C(=O)CCC(=O)O)cc1	-15	7	-0.0035	-3	1.9	-11	-13	-2	-0.3
O=C1NC(=S)S/C1=C\c1ccc(SCc2ccccc2)o1	-20	24	29*	2	4.4	-74	39	8	3.6
C[C@@H]1NC(=O)[C@H](CCC(N)=O)NC(=O)c2cc([N+](=O)[O-])cc(I)c2NCC[C@@H](C(N)=O)NC1=O	-4	-3	-0.58	1	1.0	-7	-20	-13	0.2
Cc1cc(C)c(NC(=O)CSc2nnc(-c3ccncc3)n2Cc2ccco2)c(Cl)c1	-11	17	x	-11	-0.1	2	-114	-5	0.2
O=C(O)CCSCC(=O)Nc1c(C(=O)C2CC2)oc2ccccc12	-6	35	1.5	1	0.1	1	0	6	0.0
CC(C)CCNC(=O)C(c1ccco1)N(Cc1cccs1)C(=O)Cn1nnc2ccccc21 (stereo not drawn)	-17	-10	-0.091	-8	-0.7	-21	8	0	-0.8
CCOC(=O)c1c(C)[nH]c(C(=O)OCCOc2ccc(Cl)cc2)c1C	-5	-10	0.11	-13	-0.8	-13	14	-3	0.9

Record cards (already shown):
S=C(NCc1ccncc1)Nc1ccc(Cl)cc1Cl is entered as Furin inhibitor: -15; PPC-1+TRAIL kill: 5; Cl transport mod: 0.84; thrombin 1536: -2; TRPN1 ag: 4.7; EBV gp42 block: -14; Calpain2 inh: -23; Tb hexokinase: 2; TRPML3 agonist: 2.1
NC(=O)C1CCN(CC(=O)Nc2ccccc2N2CCOCC2)CC1 is entered as Furin inhibitor: -15; PPC-1+TRAIL kill: 4; Cl transport mod: -0.19; thrombin 1536: 1; TRPN1 ag: -0.2; EBV gp42 block: -15; Calpain2 inh: 9; Tb hexokinase: 7; TRPML3 agonist: 0.7

Carrying on:
SMILES	Furin inhibitor	PPC-1+TRAIL kill	Cl transport mod	thrombin 1536	TRPN1 ag	EBV gp42 block	Calpain2 inh	Tb hexokinase	TRPML3 agonist
O=C(c1sc2ccccc2c1Cl)N1CCN(c2ncccn2)CC1	-9	4	-0.77	-1	-0.2	4	19	-1	0.4
COC(=O)c1ccc(CNC(=O)COC(=O)C2CC3C=CC2C3)cc1 (stereo not drawn)	-33	3	0.65	-11	3.0	-9	-17	5	1.3
CSCCC(NC(=O)c1ccc(Cl)cc1)C(=O)OCC(C)=O (stereo not drawn)	-2	21	0.11	-9	0.0	1	-17	3	0.2
COc1ccc(C(=O)N2CC3(CC(c4cccc([N+](=O)[O-])c4)=NO3)C[C@H]2C(=O)NCC(N)=O)cc1 (stereo partly drawn)	-19[20 µM]	19	-0.018	-8	-0.8	-1	-18	-5	0.4
COc1ccc(CCNc2c(C)c(C)nc3ncnn23)cc1	-10	20	x	2	8.3	-10	2	1	4.6
Cc1c(/C=N/NC(=O)c2ccccc2O)c2ccccn2c1C(=O)c1ccc(F)cc1	-21	28	-3.8*	-5	0.5	-26	-61	-10	0.3
CCc1c(C)nc(N)n2c(SCC(=O)Nc3ccccc3OC)nnc12	-23	19	1.2	-6	-0.7	-7	0	3	-0.3
CC(CCc1ccccc1)NC(=O)C(=O)NCCO (stereo not drawn)	-24[20 µM]	8	x	4	0.4	-10	-12	3	1.5
N[C@@H](Cc1ccc(O)c(I)c1)C(=O)O	-15	18	0.75	x	1.0	6	-16	5	0.4
O=[N+]([O-])c1cccc(-c2nnc(CNC3CC3)o2)c1	-22	25	0.53	-23	-0.2	-20	-15	-2	0.3
CC(C)Cn1c(N)c(C(=O)CSc2nnnn2C)c(=O)n(C)c1=O	-11[20 µM]	-11	-0.022	1	0.6	-25	0	-2	0.4
COc1ccccc1C(=O)OCC(=O)c1cccc([N+](=O)[O-])c1	-28	-10	1.5	6	2.7	-5	9	-4	0.8
CC(NC(=O)c1ccccc1)c1nc2ccccc2n1Cc1ccc(C#N)cc1 (stereo not drawn)	-20	6	-0.17	1	-0.5	-8	-3	-2	1.0
O=C(NCC(c1ccco1)N1CCN(c2ccccc2)CC1)c1ccc2c(c1)OCO2 (stereo not drawn)	-6	22	0.91	3	-0.9	-1	33	7	0.7
CC(=Nc1ccc(O)cc1)c1sc2ccccc2c1O	-17	-14	-0.64	2	1.6	-3	3	-1	1.8
O=C(CCN1C(=O)c2cccc3cccc(c23)C1=O)Nc1ccccc1	-15	16	-0.66	-2	-0.9	1	-42	-7	0.8
N#CC(c1ccccc1)(c1ncc(C(F)(F)F)cc1Cl)N1CCOCC1 (stereo not drawn)	-28[20 µM]	15	x	0	0.7	-14	-25	-2	0.5
COc1cc2c(cc1NC(=S)Nc1cccc3ccccc13)oc1ccccc12	-12[20 µM]	10	-0.029	-3	-1.4	-3	-386	-21	-1.5
CC(C)CCNC(=O)c1ccc2c(SCC(=O)O)c3c(nc2c1)CCCC3	-19	12	-0.83	2	0.9	-14	-87	-6	0.3
COc1ccc(/C=C2/N=C(SCC(=O)Nc3cc(C)on3)N(c3ccccc3)C2=O)cc1	-17	13	0.46	-2	-0.1	-44	-79	0	0.2
CN1CCN(/C=N/c2c(C#N)cnn2C)CC1	-5[20 µM]	13	0	-7	8.2	10	-34	8	-0.3
Cc1nc(CSc2ccc(Cl)cc2)cc(NCc2ccccc2)n1	-16[20 µM]	-13	x	0	-1.3	-2	25	-16	0.2
COc1cccc(/C=C2\SC(N)=NC2=O)c1OS(=O)(=O)c1ccccc1	-30	-5	x	-1	-1.0	-6	-38	-7	0.3
Cc1ccc(-n2c(=O)cc(NCc3cccnc3)[nH]c2=O)cc1	-7	12	1.9	-4	0.2	-13	-19	16	0.6
CN(C)C(=O)c1ccc(NC(=O)CSc2nc3ccccc3[nH]2)cc1	-3	13	0.27	-9	2.0	-1	32	6	0.8
CCO[C@H]1OC(C(=O)N2CCN(C)CC2)=C[C@@H](c2csc3ccccc23)[C@@H]1CCCO	-19	-20	-0.5	-4	2.1	-12	-18	-5	0.7
COc1ccccc1C/C(N)=N/OC(=O)COc1cccc(C)c1C	-31	-12	-1.2	2	0.7	3	-7	0	-0.1
O=C1c2ccccc2C(=O)N1Cc1nc2ccccc2c(=O)n1CCCN1CCOCC1	-28	17	x	5	-0.2	4	25	-8	0.1
Cc1cccc(NC(=S)N/N=C/c2cccc(O)c2)c1C	-11	0	0.98	-7	0.4	0	10	-16	1.2
CC(C)(C)NS(=O)(=O)c1ccc(OCC(=O)NCCC2=CCCCC2)cc1	-18[20 µM]	2	-0.27	-10	0.2	-3	31	-2	0.1
CC(=O)c1ccc(N2CCN(C(=O)CCC(=O)c3cccs3)CC2)cc1	-16	-3	-1.1	-2	1.0	-15	-9	-28	0.7
O=c1[nH]c(/C=C/c2cccc3ccccc23)nc2ccccc12	-3	-4	1.8	22	-0.5	-100	-3	23	-1.3
FC(F)(F)c1nnc2c(Sc3ccccn3)nc3ccccc3n12	-12[20 µM]	10	x	-5	1.6	-7	-22	-24	0.5
Cc1cccc(N(CC(=O)N2CCCC2)S(=O)(=O)c2ccccc2)c1C	-18[20 µM]	-2	x	-2	-0.3	-9	25	-1	0.7
Nc1cc(C(=O)N2CCCC2)cc(C(=O)N2CCCC2)c1	-19[20 µM]	-5	1.4	-7	1.7	-9	-52	1	0.7
O=C(NNC(=O)C1CCN(c2ncccn2)CC1)c1ccccc1	-15	6	0.71	0	-1.0	-11	-27	-4	0.5
CC(C)N1CCC(N2CCN(Cc3ccc4nsnc4c3)CC2CCO)CC1 (stereo not drawn)	-20	1	x	-2	2.2	-15	-13	-2	0.3
COc1cccc(C(=O)OCc2ccccc2C#N)c1O	-23	6	-1.4	-8	-0.1	8	2	-2	-0.4
CCC(C)NC(=O)c1ccc(-n2c(=S)[nH]c3ccccc3c2=O)cc1 (stereo not drawn)	-27	25	-0.008	-19	-0.1	-3	-11	-1	1.0
C=CCN1C=C2C(=O)C(C)(OC(=O)C3CCCC3)C(=O)C(c3ccccc3)=C2C=C1CCCC(=O)OC (stereo not drawn)	-14	5	-0.45	-3	x	4	10	-18	x
Clc1ccc(CNc2ccccc2NCc2ccc(Cl)nc2)cn1	-43	23	0.77	2	1.7	-4	13	-1	0.9
COCCNS(=O)(=O)c1cc(OC)c(C)cc1C	-29	15	0.3	-2	-0.1	-9	11	1	0.6
C=CCn1cnc2c(nnn2-c2ccc(OC)c(OC)c2)c1=O	-10	-3	0.63	-2	0.7	-12	-15	-2	1.3
CCOc1ccccc1NC(=O)Cn1c(=O)c2ccccc2n(CC)c1=O	-23[20 µM]	24	-0.15	2	1.6	-21	-2	3	0.2
CC(=O)Nc1ccc(S(=O)(=O)Nc2cc(C)ccn2)cc1	-22	-3	-0.23	-4	0.5	-15	-44	-3	0.8
CC(C)(C)N1CC2(c3ccccc3)CN(C(C)(C)C)CC(c3ccccc3)(C1)C2=O	-18[20 µM]	8	0.15	-1	0.6	-9	0	-1	0.5
CSCCC(NC(=O)/C(=C/c1ccc2c(c1)OCO2)NC(=O)c1cccc([N+](=O)[O-])c1)C(=O)O (stereo not drawn)	-7	17	0.58	-1	-0.4	-7	23	-41	1.1
CN(C)CCP(=O)(c1ccccc1)c1ccccc1	-25	-10	0.81	3	1.4	-10	-10	-1	0.2

Quoted from the listing.
Value of `C=CCn1cnc2c(nnn2-c2ccc(OC)c(OC)c2)c1=O` in Furin inhibitor: -10
Value of `Clc1ccc(CNc2ccccc2NCc2ccc(Cl)nc2)cn1` in Tb hexokinase: -1
Value of `CN(C)CCP(=O)(c1ccccc1)c1ccccc1` in TRPN1 ag: 1.4
Value of `CC(C)(C)N1CC2(c3ccccc3)CN(C(C)(C)C)CC(c3ccccc3)(C1)C2=O` in Calpain2 inh: 0
Value of `CCOc1ccccc1NC(=O)Cn1c(=O)c2ccccc2n(CC)c1=O` in Cl transport mod: -0.15
